NOD2 inhibition – NOD2 signaling inhibitors, cell-based, luminescence, uHTS, HEK293 (AID 1566). one-dose inhibition, % at 4 µM; EC50 in µM for titrated hits. actives 0.63% (n = 290,000). HEK293 NOD2/NF-kB luciferase reporter, luminescence; higher % means a stronger effect; note: many of its hits are not listed in these tables
KOR beta-arrestin-1 – kappa opioid receptor blockers – cell-based, luminescence, uHTS (AID 1778) | KOR beta-arrestin recruitment, luminescence, antagonist mode; higher % means a stronger effect | actives 0.091% (n = 290,000) | inhibition, % at 10 µM, or IC50 in µM where a hit was titrated; note: strong numbers were not always called active
NOD1 inhibition – inhibition of NOD1-driven NF-kB reporter – cell-based, luminescence, uHTS, primary screen (AID 1578). NOD1-driven NF-kB luciferase reporter cells, luminescence; higher % means a stronger effect. one-dose inhibition, % at 4 µM; EC50 in µM for titrated hits. actives 1% (n = 290,000); in the data active = inhibition mostly above about 36%, no sharp cut-off; inactive = mostly below about 34%;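 note: HEK-293T reporter cells stimulated with the NOD1 agonist gamma-tri-DAP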
KOR beta-arrestin-2 – kappa opioid receptor activators – cell-based, luminescence, uHTS, primary screen (AID 1777); KOR beta-arrestin recruitment, luminescence; higher % means a stronger effect; activation, % at 10 µM; hits with a dose series show EC50 in µM; actives 0.02% (n = 280,000); in the data active = activation above about 50%, passing the limit was not always enough; note: a part of the inactive calls stands beside numbers as strong as those of hits
HIV fusion peptide – cell-free HIV fusion peptide-binding blockers – biochemical, uHTS, fluorescence dequenching, primary screen (AID 1986); cell-free peptide binding, fluorescence dequenching, 30 min; higher % means a stronger effect; inhibition, % at 20 µM; hits with a dose series show IC50 in µM; actives 0.3% (n = 290,000); in the data active = inhibition mostly above about 52%, no sharp cut-off; inactive = mostly below about 76%; note: some results filed as inactive read as strong as hits
SIAH1 antagonists – blockers of Siah-1 interaction with plectin peptide – biochemical, fluorescence polarization, rhodamine-plectin, uHTS, primary screen (AID 1817) | displacement, % at 20 µM, or IC50 in µM where a hit was titrated | Siah-1 / rhodamine-plectin peptide fluorescence polarization; higher % means a stronger effect | actives 0.02% (n = 290,000);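 active = displacement of at least 50% at 20 µM, with a fluorescence ratio check between 0.3 and a set limit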;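 note: plate controls were Siah plus tracer with DMSO for no effect and tracer alone without Siah for full effect; strong numbers were not always called active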
PhoP inhibition – PhoP-dependent GFP reporter repression – Salmonella Typhimurium, primary screen (AID 1863); inhibition, % at 50 µM, or IC50 in µM where a hit was titrated; S. Typhimurium PhoP-regulated promoter GFP reporter, 4 h; higher % means a stronger effect; actives 0.16% (n = 300,000);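 active = inhibition over 29.93%, a cutoff 3 SD above the screen mean, later confirmed by dose response; inconclusive = inhibition over 29.93% but no dose response follow-up; inactive = inhibition at most 29.93% or unconfirmed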;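 note: 0% = low Mg2+ inducing control and 100% = high Mg2+ repressing control; strong numbers were not always called active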
Myeloid diff 2 – compounds promoting myeloid differentiation. actives 1% (n = 360,000). ER-HoxA9 myeloid progenitors, lysozyme-GFP differentiation, flow cytometry. AID 624256. calls only at 10 µM;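 active = normalized GFP-positive differentiation at or above the plate's own cutoff, the solvent-only control mean plus 3 SD; inconclusive = no clear call, values can overlap the other calls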;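 note: cells exposed to compound for four days before flow analysis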
LYP inhibition – PTPN22 lymphoid phosphatase activity blockers – biochemical, fluorescence intensity, uHTS (AID 1779); recombinant LYP phosphatase, fluorescence intensity; higher % means a stronger effect; one-dose inhibition, % at 11.5 µM; IC50 in µM for titrated hits; actives 0.054% (n = 290,000);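 note: plate controls were vehicle with enzyme for no effect and no enzyme for full effect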
Myeloid diff 2 GFP+ MAC1+ % – second read-out of Myeloid diff 2, no call of its own (marks repeat the call); GFP+ MAC1+ double positive, %; measured here: differentiation confirmed by MAC1 staining
* = called active by the depositor; i = inactive; ? = inconclusive; nt = not tested or not shown; + = active, no number; [ ] = remark or other dose. Cut-off read from the data, not from the text of the source, unless noted: active = inhibition above about 50%; inactive = the rest.

Order of results – NOD2 inhibition	KOR beta-arrestin-1	NOD1 inhibition	KOR beta-arrestin-2	HIV fusion peptide	SIAH1 antagonists	PhoP inhibition	Myeloid diff 2	Myeloid diff 2 GFP+ MAC1+ %	LYP inhibition
1	Cc1ccc2[nH]cc(S(=O)(=O)c3ccc(C)c(C)c3)c(=O)c2c1
    -17%	-4%	-12%	-0.2%	0.7%	6%	nt	i	0.2	1%
2	CC(C)P(=O)(c1cccc(C(=O)O)c1)C(C)C
    13%	25%	-20%	0.9%	0.8%	-2%	-14%	i	0.6	-8%
3	O=C(c1ccc([N+](=O)[O-])cc1)N(Cc1ccc(Cl)cc1Cl)N1C(=O)CCCC1=O
    18%	-29%	18%	-0.8%	-1.6%	-3%	9%	i	1.6	-3%
4	CC1=C(C(=O)Nc2ccccc2C)C2(CCCC2)C(C(N)=O)C(=O)N1 (stereo not given)
    12%	-52%	26%	0.0%	-0.3%	-5%	-10%	i	8.2	5%
5	Cc1ccccc1N(CC(=O)NCCSCc1ccco1)S(C)(=O)=O
    11%	26%	1%	7.1%	2.3%	-4%	1%	+	8.8*	-3%
6	Cc1ccccc1Nc1c(-c2ccccc2)nc2ncccn12
    -1%	5%	-9%	1.3%	-0.9%	-3%	-1%	i	0.1	-2%
7	CCN(c1ccc(C)cc1C)S(=O)(=O)c1nnc(NC(=O)C(C)C)s1
    28%	-1%	3%	-3.7%	-1.0%	2%	8%	i	0.6	-6%
8	CNC(=O)c1cccc(NC(=O)c2ccccc2OCc2ccccc2)c1
    14%	-17%	-6%	0.0%	-0.6%	4%	2%	i	0.8	-9%
9	O=S(=O)(Nc1nc2ccccc2nc1N1CCc2ccccc2C1)c1ccc(Br)cc1
    -56%	-16%	-22%	23%	9.0%	2%	-8%	i	1.0	-1%
10	COc1cc(/C=C(\C#N)c2ccccn2)ccc1OCc1ccc(Cl)cc1
    27%	-18%	-22%	-4.5%	-1.1%	3%	-11%	i	0.2	4%

Profiles as entered above. Values in the order: NOD2 inhibition | KOR beta-arrestin-1 | NOD1 inhibition | KOR beta-arrestin-2 | HIV fusion peptide | SIAH1 antagonists | PhoP inhibition | Myeloid diff 2 | Myeloid diff 2 GFP+ MAC1+ % | LYP inhibition
Results for Cc1ccccc1Nc1c(-c2ccccc2)nc2ncccn12 : -1% | 5% | -9% | 1.3% | -0.9% | -3% | -1% | i | 0.1 | -2%
Results for Cc1ccc2[nH]cc(S(=O)(=O)c3ccc(C)c(C)c3)c(=O)c2c1 : -17% | -4% | -12% | -0.2% | 0.7% | 6% | nt | i | 0.2 | 1%
Results for CCN(c1ccc(C)cc1C)S(=O)(=O)c1nnc(NC(=O)C(C)C)s1 : 28% | -1% | 3% | -3.7% | -1.0% | 2% | 8% | i | 0.6 | -6%
Results for CC(C)P(=O)(c1cccc(C(=O)O)c1)C(C)C : 13% | 25% | -20% | 0.9% | 0.8% | -2% | -14% | i | 0.6 | -8%

The list continues.
Order of results – NOD2 inhibition	KOR beta-arrestin-1	NOD1 inhibition	KOR beta-arrestin-2	HIV fusion peptide	SIAH1 antagonists	PhoP inhibition	Myeloid diff 2	Myeloid diff 2 GFP+ MAC1+ %	LYP inhibition
11	O=C(COc1ccccc1)Nc1ccccc1N1CCN(c2ccc(F)cc2)CC1
    -22%	12%	6%	11%	1.2%	1%	-9%	i	2.0	-7%
12	COc1ccccc1N=c1sc2ccccc2n1C
    -7%	-20%	-33%	1.6%	0.2%	-3%	4%	i	1.8	5%
13	N/C(=N/OC(=O)c1ccccc1F)c1nonc1N
    2%	-4%[20 µM]	-25%	nt	0.4%	10%	3%	i	0.1	-11%
14	CCN(Cc1ccccc1)C(=O)c1ccc(CS(=O)c2ccccc2C)o1 (stereo not given)
    4%	28%	-4%	-1.4%	-1.3%	-6%	5%	i	0.0	-9%
15	FC(F)(F)c1ccc(-c2csc(-c3ccno3)n2)cc1
    -14%	-44%	4%	0.6%	0.2%	-6%	-10%	i	0.4	-6%
16	O=C(c1ccco1)N1CCc2[nH]nc(-c3ccc(Cl)cc3)c2C1
    26%	-17%	-17%	1.7%	0.4%	3%	3%	i	0.8	-4%
17	CCOC(=O)c1cc(-c2ccccc2)sc1NC(=O)CCN1C(=O)c2ccccc2C1=O
    11%	7%	3%	0.5%	-0.4%	-1%	-3%	i	0.5	3%
18	COc1ccc(-c2nn(-c3ccccc3)cc2/C=C2/SC(=S)N(CCC(=O)O)C2=O)c(C)c1
    11%	-25%	2%	2.0%	13µM*	11%	11%	i	1.1	-7%
19	COc1ccc(N(CC(=O)NC2CCCC2)C(=O)Cn2nnc(-c3ccc(OC)c(OC)c3)n2)c(OC)c1
    -1%	-37%	-23%	2.7%	-1.9%	-5%	6%	i	0.2	-4%
20	Cc1ccc(-c2noc(CCC(=O)NCCN3CCc4ccccc4C3)n2)cc1
    7%	-16%	5%	-12%	0.9%	0%	-11%	i	1.2	-4%
21	CCC(=O)N1CC2(CC(c3cccc(NC(=O)COc4ccc(Cl)cc4)c3)=NO2)C[C@@H]1C(N)=O (stereo not given in full)
    24%	8%	3%	1.4%	0.0%	13%	-6%	nt	nt	-9%
22	CN(Cc1cccc(Cl)c1)C(=O)C1CCC(=O)N(C2CC2)C1 (stereo not given)
    10%	-13%	-12%	-2.0%	1.9%	4%	3%	i	6.1	-3%
23	CCn1c(COc2ccccc2C)nnc1SCC(=O)Nc1cc(C)on1
    1%	48%	25%	-6.6%	2.0%	1%	7%	+	27*	4%
24	COc1ccc(/C=C(\NC(=O)c2ccc(C)cc2)C(=O)NCCCn2ccnc2)cc1OC
    13%	28%	20%	0.6%	0.6%	-2%	10%	i	5.5	-4%
25	CCCCCCC(C)NC(=S)Nc1cc(S(=O)(=O)N(C)C)ccc1C (stereo not given)
    -5%	-9%	-10%	2.4%	1.3%	-2%	-1%	?	nt	6%
26	CCCCn1nc(C(=O)N2CCc3ccccc32)c2ccccc2c1=O
    8%	37%	-12%	-1.3%	-1.8%	3%	8%	i	0.8	-5%
27	CCOc1ccc2nc(NC(=O)Cc3cccs3)sc2c1
    -96%	3%	-112%	2.9%	6.0%	-1%	12%	i	0.8	5%
28	O=C(Cc1c[nH]c2ccccc12)OCC(=O)c1ccccc1
    13%	-3%	6%	2.2%	-1.8%	3%	8%	i	0.8	-7%
29	Cc1cc[n+]2n1CC(O)C2 (stereo not given)
    0%	-19%	-6%	1.4%	0.5%	-6%	-7%	i	0.2	-4%
30	CC1OC(Oc2ccc3ccc(=O)oc3c2-c2c(O)ccc3cc(Oc4ccc5ccc(=O)oc5c4)c(=O)oc23)C(O)C(O)C1O (stereo not given)
    4%	-4%	-26%	-1.3%	5.2%	24%	3%	i	1.3	7%
31	COc1ccc(CN(C(=O)c2snc(C(N)=O)c2N)C(C)C(=O)NCc2ccc(F)cc2)cc1 (stereo not given)
    16%	-17%	-23%	0.2%	-0.5%	-1%	10%	i	0.6	-5%
32	CC(=O)c1ccc2c(c1)CC(C)C(=O)N2C (stereo not given)
    -8%	16%	-9%	-2.8%	-1.3%	-5%	2%	i	0.5	-3%
33	Cc1ccc(S(=O)(=O)N2CCN(C(=O)c3cccs3)CC2)cc1C
    24%	-27%	-14%	1.0%	0.0%	-2%	0%	i	0.1	-4%
34	Cc1ccc(S(=O)(=O)N(C)C)cc1-n1c(SCC(=O)N(C)C)nc2ccccc2c1=O
    5%	-19%	-36%	0.7%	-0.2%	-3%	6%	i	0.2	0%
35	Cc1nn(-c2ccccc2)c2sc(C(=O)N3CCCCC3)cc12
    -40%	-31%	-9%	-3.4%	-0.9%	-4%	9%	i	1.0	4%
36	CCCC1(CCC)NC(=O)N(CC(=O)Nc2ccccc2OC)C1=O
    5%	12%	-9%	-10%	1.5%	3%	0%	i	1.3	-5%
37	CCOC(=O)c1ccccc1NC(=O)COc1ccccc1
    -6%	-1%	-16%	3.1%	0.5%	1%	-3%	i	4.6	1%
38	COc1ccc(/C=N/Nc2nnc(C)n2N)cc1OC(C)=O
    3%	22%	1%	-5.1%	-0.9%	-1%	4%	i	0.6	0%
39	CN1CCCN(C(=O)c2ccccc2Cl)CC1
    0%	-9%	-31%	0.0%	0.9%	3%	-6%	i	0.6	-1%
40	O=C(NC1CCCCC1)C1CCC(=O)N(Cc2cccc(C(F)(F)F)c2)C1 (stereo not given)
    -4%	12%	-12%	-3.9%	-0.7%	5%	1%	i	0.6	-8%
41	O=C(Cc1ccccc1)Nc1ccc(NC(=O)c2cccs2)cc1Cl
    24%	-26%[20 µM]	-4%	nt	2.5%	16%	-1%	i	0.2	-6%
42	CCCC(=O)NC(c1ccc(C(C)C)cc1)c1ccc2cccnc2c1O (stereo not given)
    22%	-15%[20 µM]	-45%	-0.1%	0.4%	-9%	21%	?	nt	-15%
43	CC(=O)Oc1cc2c(C(=O)NCCCN3CCOCC3)c(C)oc2c2ccccc12
    4%	-2%	-6%	1.9%	-1.7%	-4%	13%	?	nt	-2%
44	CC(C)Oc1ccc(C(=O)Nc2ccc(N3CCCCC3)cc2)cc1
    3%	1%	-17%	-2.6%	-2.5%	3%	-9%	i	1.2	-7%
45	O=C(CCCCn1c(=O)c2ccccc2n(CC(=O)Nc2ccccc2)c1=O)NCc1ccco1
    3%	29%	-32%	1.2%	4.7%	0%	-6%	i	2.1	5%
46	Cc1cc(OCC(O)CN(C)C(=O)C(C)Oc2ccccc2)ccc1Cl (stereo not given)
    0%	-31%[20 µM]	-29%	-0.9%	-0.6%	10%	6%	i	0.0	-2%
47	Cc1ccc(C)c(NC(=S)NC(C)C(c2ccccc2)N2CCN(C)CC2)c1 (stereo not given)
    24%	-37%[20 µM]	-25%	-1.8%	-1.5%	4%	1%	i	0.4	-9%
48	COc1cc(C(=O)NCCNc2nc3cc(C)ccc3cc2C#N)cc(OC)c1OC
    15%	14%	-12%	-2.3%	-0.3%	4%	-4%	i	0.3	-4%
49	Cc1cc(C)n(-c2ccc(C(=O)OCC(=O)Nc3ccc(S(=O)(=O)N4CCCCC4)cc3)cc2)n1
    -4%	14%	-5%	-7.5%	-0.1%	3%	4%	i	0.5	6%
50	CCN(c1ccccc1)S(=O)(=O)c1ccc(OC)c(NS(=O)(=O)c2cccs2)c1
    -1%	-10%	-26%	2.3%	0.9%	-7%	3%	i	0.4	3%
51	O=C(CCl)c1ccc2c(c1)CCN2C(=O)C1CCCCC1
    22%	-1%	13%	-1.2%	2.3%	-2%	5%	i	0.6	-2%
52	COCc1cc(C)n(CC(=O)Nc2ccc(N3CCOCC3)c(Cl)c2)c(=O)c1C#N
    -3%	-36%	-27%	-3.2%	-1.7%	-1%	4%	i	0.2	-4%
53	COc1ccc(OCC(=O)N/N=C2\CCCCc3ccccc32)cc1
    -8%	-6%	-28%	1.8%	-1.5%	8%	1%	i	0.8	9%
54	COc1ccc(C2/C(=C(\O)c3ccc4c(c3)OCCO4)C(=O)C(=O)N2CCCn2ccnc2)cc1 (stereo not given)
    7%	-9%	-3%	0.8%	-1.4%	-1%	5%	i	2.5	-8%
55	Cc1ccc2cc(C#N)c(SCC(=O)NCC3CCCO3)nc2c1 (stereo not given)
    -6%	-31%	-15%	-1.9%	-1.7%	-2%	-5%	i	2.5	-3%

High-throughput results (PubChem)

Not all compounds are listed; count on the stated rates, not on these rows.
